Screening results deposited in PubChem BioAssay by Sanford-Burnham Center for Chemical Genomics.
SENP8 block = blocks human SENP8 cleavage of Nedd8 substrate; 360,000 tested, 0.64% active; recombinant SENP8, Nedd8 substrate fluorescence; inhibition, % at 20 µM; Q96LD8; AID 602440; in the data active = inhibition mostly above about 40%, no sharp cut-off; inactive = mostly below about 27%
Target sequence (Q96LD8 whole entry, looked up): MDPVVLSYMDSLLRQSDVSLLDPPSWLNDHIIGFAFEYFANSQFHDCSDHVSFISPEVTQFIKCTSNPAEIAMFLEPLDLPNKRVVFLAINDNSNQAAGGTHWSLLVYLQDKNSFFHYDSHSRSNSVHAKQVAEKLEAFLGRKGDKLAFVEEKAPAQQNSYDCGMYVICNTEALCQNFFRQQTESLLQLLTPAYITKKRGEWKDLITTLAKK
MPTP block = inhibitors of mitochondrial permeability transition pore; isolated mouse mitochondria, Ca2+ swelling absorbance, 30 min; inhibition, % at 10 µM; 360,000 tested, 1.4% active; AID 602449;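 active = inhibition of 50% or more, scaled per plate between neutral and stimulator controls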;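 also: 0% = DMSO wells given calcium and 100% = 1 mM EGTA wells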
The depositor's hits bear a star; i = inactive; & = joins results of further samples. Only part of the results is shown (hit frequency here may not be typical).

SMILES	SENP8 block	MPTP block
CC(C)(C)OC(=O)NCCc1nc(NC(=O)OCc2ccccc2)sc1C(=O)O	6	1.1
CCN(CC)c1ncnc2c1ncn2[C@H]1CN(Cc2ccc(-c3ccccc3)cc2)C[C@@H](CO)O1	7	-0.8
Nc1nc2c(Br)ccc(Br)c2cc1C(=O)NCCc1ccccc1	-33	-0.3
Cc1ccc(NC(=O)CCS(=O)(=O)c2ccc3nc(C)sc3c2)c(C)c1	5	-1.3
C#Cc1ccc(NC(=O)C2(C)CCN2C(=O)CC(c2ccccc2)c2ccccc2)cc1 (configuration not stated)	14	-0.1
CCCCN(C=O)c1c(CC)nc2ccc(C(=O)NCc3cccs3)cn12	-89	0.1
O=C(Nc1c(-c2ccccc2)[nH][nH]c1=O)c1ccco1	64*	-0.2
CN1CCN(C2CN(Cc3cn(Cc4ccc(C(F)(F)F)cc4)nn3)S(=O)(=O)C2)CC1 (configuration not stated)	20	-1.2
CC(C)C[C@H]1CN(CCCC[C@H]2CNC(=O)C(=O)N2CCc2ccccc2)C(=O)C(=O)N1CCc1ccccc1	6	-1.6
CC1(C(=O)O)CCCN(C(=O)c2ccc(OC(F)F)cc2)C1 (configuration not stated)	21	-0.5
Cc1cccc(NC(=O)CCS(=O)(=O)c2ccc3nc(C)sc3c2)c1	10	-0.9
CC1(C(=O)Nc2cccc3cccnc23)CCN1C(=O)CC1CC1 (configuration not stated)	-15	0.3
O=C(NC1CCCC1)C(c1ccccc1)n1c(-c2cccs2)nc2ccccc21 (configuration not stated)	-359	0.8
COc1ccc(C(=O)ON=C(C)c2nccs2)cc1	15	-1.2
COc1cccc(NC(=O)Nc2nnc([C@@H]3C[C@H](O)[C@@H](CO)O3)s2)c1	3	-0.8
OC(c1cccc(Cl)c1)c1nc(-c2csc3ccccc23)cs1 (configuration not stated)	14	1.8
COc1ccccc1C(=O)NCC[N+](C)(C)C	2	0.4
CCOC(=O)C1CCCN(C(=O)c2ccncc2)CC1 (configuration not stated)	21	-0.9
Cc1ccccc1S(=O)(=O)NC(=O)C1(C)CCN1C(=O)CC1CCCCC1 (configuration not stated)	17	-1.3
O=C(c1ccc(CSc2ccc(Cl)cc2)o1)N1CCOCC1	-2	-0.1
COc1c(C)cc(C(O)c2ncc(-c3ccc4ccccc4c3)[nH]2)cc1C (configuration not stated)	-187	3.5
O=C(NCc1ccccc1Cl)c1csc([C@@H]2O[C@H](CO)[C@@H](O)[C@H]2O)n1	6	2.2
COc1ccc(CC(N)c2csc(Nc3nc(C)cnc3C)n2)cc1 (configuration not stated)	-88	1.6
Cc1ccc2nc(-c3ccccc3)c(Cc3cccc(Cl)c3)n2c1	-241	-2.5
CO[C@@H]1CN(C)C(=O)c2ccc(NC(=O)C3CCCC3)cc2OC[C@@H](C)N(Cc2ccc(F)cc2)C[C@H]1C	16	0.8
Next compounds follow.
SMILES	SENP8 block	MPTP block
COc1cccc(C(O)c2nc(-c3cnn(C)c3)cs2)c1 (configuration not stated)	14	-0.5
Cc1cc(C)c2cc(C#N)c(NCCNC(=O)c3ccccn3)nc2c1	-393	-1.9
CCNC(=S)Nc1ccc2c(c1)c(=O)n(C)n2CC=C(C)C	-498	2.0
O=C(NCCC(F)(F)F)C1Cc2c(-c3ccccc3Oc3ccccc3)ccnc2O1 (configuration not stated)	1	-0.2
CC(=O)NCCNC(=O)C1(C)Cc2c(-c3ccc(NC(C)=O)cc3)ccnc2O1 (configuration not stated)	6	-0.2
COC(=O)c1ccc2nc(-c3ccc(C#N)cc3)c(Cc3cccc(F)c3)n2c1	-379	0.7
COCCN1C(=O)CSCC1(C)C(=O)Nc1ccc2c(c1)OCCO2 (configuration not stated)	18	5.5
Cn1c(=O)c2cc(NC(=O)Cc3ccccc3F)ccc2n1-c1ccc(C(C)(C)C)cc1	-472	-0.8
Cc1ccc2nc(C(C)(C)C)c(Cc3ccsc3)n2c1	-22	-2.8
CC1(C(=O)NS(=O)(=O)c2ccc(Cl)cc2)CCN1C(=O)CCc1ccc(Cl)cc1Cl (configuration not stated)	10	-0.4
O=C(NCc1ccccc1)C(c1cc2ccccc2o1)n1c(=O)c(-c2ccco2)nc2ccccc21 (configuration not stated)	-411	0.3
CC1(C(=O)NCc2cccc3ccccc23)CCN1Cc1ccc2ccccc2c1 (configuration not stated)	13	0.2
CCCCc1c(-c2ccccc2OC)ncn1CCc1ccccc1	-6	5.3
CC1(C(=O)Nc2ccc3c(c2)OCCO3)CCN1C(=O)C1(c2ccc(Cl)cc2)CC1 (configuration not stated)	0	-2.0
O=c1c(-c2ccco2)nc2ccccc2n1C(c1ccccc1)c1nc2ccccc2[nH]1 (configuration not stated)	-440	-0.7
CCNC(=O)C1(C)CCCN(CCOc2ccc(Cl)cc2)C1 (configuration not stated)	14	1.2
O=C(NC1CCN(Cc2ccccc2)CC1)c1[nH]c(C(F)(F)F)nc1-c1ccccc1	17&14	-0.4&-1.6
C=CCNc1ncnc2c1ncn2[C@H]1CN(Cc2ccccc2)C[C@@H](COC(C)=O)O1	4	7.4
Cc1ccc2nc(-c3ccco3)c(CC3CCCCC3)n2c1	-252	-1.6
O=C(NCc1ccc(F)cc1)c1cc(C2CCCN(C(=O)C3CCCCC3)C2)on1 (configuration not stated)	17	-2.5
CN(C)CC(=O)N[C@@H]1CC[C@@H](CC(=O)NCCN2CCCCC2)O[C@@H]1CO	19	0.4
COc1cccc(-c2cc(NC=O)c3ncc(-c4cc(OC)c(OC)c(OC)c4)n3c2)c1	-242	0.5
CCCCCCCCN1C(=O)[C@H](CC(=O)NCCCCc2ccccc2)C[C@@]2(C(=O)OCC)CCCC=C12	12	-1.1
CCCCn1nnnc1C(c1ccccc1)N1CCN(Cc2c(F)cccc2Cl)CC1 (configuration not stated)	7	1.1
O=C1NC[C@H](CCCCN2C[C@H](Cc3ccc(O)cc3)N(CCc3ccccc3)C(=O)C2=O)N(CCc2ccccc2)C1=O	-3	-3.8

Taken from the results shown (5 entries):
SMILES	SENP8 block	MPTP block
COc1cccc(C(O)c2nc(-c3cnn(C)c3)cs2)c1 (configuration not stated)	14	-0.5
Cc1cc(C)c2cc(C#N)c(NCCNC(=O)c3ccccn3)nc2c1	-393	-1.9
CCNC(=S)Nc1ccc2c(c1)c(=O)n(C)n2CC=C(C)C	-498	2.0
O=C(NCCC(F)(F)F)C1Cc2c(-c3ccccc3Oc3ccccc3)ccnc2O1 (configuration not stated)	1	-0.2
CC(=O)NCCNC(=O)C1(C)Cc2c(-c3ccc(NC(C)=O)cc3)ccnc2O1 (configuration not stated)	6	-0.2

Full records as entered above. Order of screens: SENP8 block | MPTP block
CCCCn1nnnc1C(c1ccccc1)N1CCN(Cc2c(F)cccc2Cl)CC1 (configuration not stated) as listed: 7 | 1.1
O=c1c(-c2ccco2)nc2ccccc2n1C(c1ccccc1)c1nc2ccccc2[nH]1 (configuration not stated) as listed: -440 | -0.7

The list goes on:
SMILES	SENP8 block	MPTP block
CCOC(=O)C1(C)CCN1C(=O)c1ccccc1Br (configuration not stated)	16	0.1
Cc1cccc(NC(=O)CNC(=O)[C@H]2O[C@@H](n3cnc4c(N)ncnc43)[C@H](O)[C@@H]2O)c1C	20	-1.4
N#Cc1ccc(-c2nc3ccc(Br)cn3c2Cc2cccc(F)c2)cc1	-73	0.4
CN1C2C=CC(=O)C1C1C(=O)N(c3ccccc3)C(=O)C12 (configuration not stated)	8	-0.3
CCCCC1Cc2[nH]c(=S)[nH]c(=O)c2C(c2ccc3ccccc3c2)O1 (configuration not stated)	16	-0.7
Cc1ccc(F)cc1C(=O)N1CCCCC1c1cc(C(=O)Nc2ccc(F)c(Cl)c2)no1 (configuration not stated)	16	0.1
CC(C)(C)Cc1c(-c2cccc(Br)c2)nc2ccc(Br)cn12	-36	0.6
COc1ccc(C(O)c2ncc(-c3ccccc3F)[nH]2)cc1 (configuration not stated)	6	0.6
OC[C@@H]1CN(Cc2ccco2)C[C@H](n2cnc3c(NCc4ccncc4)ncnc32)O1	-22	-0.2
O=C(NCCN1CCC(n2c(=O)[nH]c3ccccc32)CC1)c1cccc(Cl)c1	16	0.7
N#CCCN(Cc1ccccc1)C(CCc1ccccc1)C(=O)NC1CCCCC1 (configuration not stated)	28	-1.7
CC(=O)[C@@]1(O)Cc2c(O)c3c(c(O)c2[C@H](O[C@H]2C[C@H](N)[C@H](O)[C@H](C)O2)C1)C(=O)c1ccccc1C3=O	29	-5.2
CC1(C(=O)NS(=O)(=O)c2cccs2)CCN1C(=O)Cc1ccc(-c2ccccc2)cc1 (configuration not stated)	20	1.6
CCCCNC(=O)c1nc(-c2cccnc2OC)oc1-c1ccc(Cl)cc1	-392	-0.2
CC1(c2nc3ccccc3[nH]2)CCC(=O)N1Cc1ccccn1 (configuration not stated)	5	-0.4
CCCNC(=O)C[C@@H]1CC[C@@H]2[C@H](COC[C@H](O)CN2C(=O)c2cc(Cl)cc(Cl)c2)O1	4	-1.6
COc1ccccc1Cc1c(-c2ccco2)nc2c(C)cc(Br)cn12	-36	-3.5
O=C(NC1CC1)c1cccc(-c2cncc3nccn23)c1	-474	0.8
NC(Cc1ccccc1)c1csc(Nc2ccc(C(F)(F)F)cn2)n1 (configuration not stated)	-60	3.4
CCCCn1nnnc1C(c1cc2ccccc2o1)N1CCN(C(=O)OCC)CC1 (configuration not stated)	11	0.0
CC(C)CCNC(=O)C1(C)CCN1Cc1ccc(-c2ccccn2)cc1 (configuration not stated)	22	-2.3
CNc1cncc(-c2cnn(CC(C)C)c2)n1	i	-0.1
Cc1nc(C(F)(F)F)ccc1C(=O)N1CCC1(C)C(=O)NS(=O)(=O)c1cccc(C#N)c1 (configuration not stated)	6	-1.2
OC(c1ccc(F)c(F)c1)c1ncc(-c2ccc(F)cc2)[nH]1 (configuration not stated)	10	1.4
C[C@@H]1CCCCO[C@H](CN(C)C(=O)Nc2ccc(C(F)(F)F)cc2)[C@@H](C)CN([C@H](C)CO)C(=O)c2cc(NC(=O)Nc3ccc4c(c3)OCO4)ccc2O1	5	-1.9
Next entries.
SMILES	SENP8 block	MPTP block
O=C1Nc2ccccc2CN2C(=O)c3cc(Cl)ccc3NC(=O)C12 (configuration not stated)	19	-0.1
CN(C)C1CN(Cc2cn(Cc3ccccc3)nn2)S(=O)(=O)C1 (configuration not stated)	14	-1.4
CCNC(=O)C1(C)CCN(C(=O)c2cccnc2SC)C1 (configuration not stated)	15	-0.7
Cc1ccc(OCc2nc3ccccc3n2C(C(=O)NC(C)(C)C)c2ccccc2)cc1 (configuration not stated)	11	0.7
CC1(C(=O)O)CCN1C(=O)c1cccc(OC(F)(F)F)c1 (configuration not stated)	18	-1.6
O=C1c2ccccc2C(c2nnnn2-c2ccc3c(c2)OCCO3)N1Cc1cccs1 (configuration not stated)	28	1.0
COCCNC(=O)C1(C)CCCN(C(=O)c2ccc(C(F)(F)F)cc2)C1 (configuration not stated)	7	-0.5
COCOc1ccc(-c2ncc(OCCN3CCCC3=O)nc2NC(=O)c2cc3ccccc3s2)cc1	-2	-1.6
CN(Cc1cn(Cc2ccccc2)nn1)C1CN(Cc2cn(Cc3ccccc3)nn2)S(=O)(=O)C1 (configuration not stated)	13	-0.3
C[C@H]1COc2cc(N3CCSCC3)ccc2S(=O)(=O)N1	6	-0.2
CCCCC[C@H](C)N1C[C@@H](COCc2ccccc2)Oc2cc(N3CC[C@H](O)C3)ccc2S1(=O)=O	15	1.0
COc1ccc(-c2ccc(C(=O)N3CCOCC3)c3occc23)c(C)c1	2	0.7
O=C(NC1CCCC1)C(c1ccc(F)cc1)N1CCC(O)(c2ccc(Cl)cc2)CC1 (configuration not stated)	18	-0.6
Cc1cccc(C)c1-n1nnnc1C1(C)CCC(=O)N1CCc1ccc(O)cc1 (configuration not stated)	9	9.5
C[C@@H](c1ccccc1)N1C[C@@H](COCc2ccccc2)Oc2cc(N3CCC[C@H]3CO)ccc2S1(=O)=O	-2	0.4
CCCCNC(=O)C1(C)CCCCN1C(=O)c1ccc2sccc2c1 (configuration not stated)	16	-0.5
CC(=O)c1cccc(-c2ccc3c(c2)C(C)(Cc2ccccc2C#N)C(=O)N3)c1 (configuration not stated)	17	1.0
Cn1c(NCC2CCCCC2)nc2cc(-c3ccsc3)sc2c1=O	-95	1.7
COc1ccc(C(=O)C[C@@H]2OC[C@H](C)N2S(=O)(=O)c2ccc(C)cc2)cc1OC	24	0.7
CC1(c2nnnn2-c2ccc3c(c2)OCCO3)CCC(=O)N1CCc1ccc(O)cc1 (configuration not stated)	20	-0.5
COc1ccc(S(=O)(=O)N2CCC[C@H]2C(=O)N2CCC[C@H]2C(=O)N(C)Cc2ccccc2)cc1C	22	-1.6
CCc1nc2ccc(C(=O)N3CCN(C(=O)c4ccco4)CC3)cn2c1N(CC)Cc1cccc(Br)c1	6	-3.2
CCCS(=O)(=O)NC(=O)C1(C)CCCN(C(=O)c2ccc(OC)cc2)C1 (configuration not stated)	29	-0.2
COCCCN1C(=O)C(CC(=O)NCCN2CCOCC2)CC(C(=O)N2CCOCC2)=C1C (configuration not stated)	15	0.5
CCCS(=O)(=O)NC(=O)C1(C)CCCN(C(=O)c2cccc(OC(F)(F)F)c2)C1 (configuration not stated)	14	0.1
COc1ccc(NC(=O)C2(C)CCN2CC2CCCCC2)cc1OC (configuration not stated)	25	0.2

An excerpt from above in order of the MPTP block value, lowest first:
| Compound | MPTP block |
| --- | --- |
| COCOc1ccc(-c2ncc(OCCN3CCCC3=O)nc2NC(=O)c2cc3ccccc3s2)cc1 | -1.6 |
| CCNC(=O)C1(C)CCN(C(=O)c2cccnc2SC)C1 (configuration not stated) | -0.7 |
| C[C@@H](c1ccccc1)N1C[C@@H](COCc2ccccc2)Oc2cc(N3CCC[C@H]3CO)ccc2S1(=O)=O | 0.4 |
| O=C1c2ccccc2C(c2nnnn2-c2ccc3c(c2)OCCO3)N1Cc1cccs1 (configuration not stated) | 1.0 |
| Cc1cccc(C)c1-n1nnnc1C1(C)CCC(=O)N1CCc1ccc(O)cc1 (configuration not stated) | 9.5 |
